inhibitors of VEEV = inhibitors of VEEV TC-83 cytopathic effect, confirmation, Vero cells (AID 588727); Vero cells, VEEV TC-83 cytopathic effect inhibition; higher % means a stronger effect; one-dose inhibition, % at 20 µM; IC50 in µM for titrated hits; hit rate 0.13% among 350,000; in the data active means a potency from the dose series; inconclusive means inhibition mostly from about 14% at the one dose, without a potency; inactive means the rest, 99 in 100 with inhibition below about 12%; further: strong numbers were not always called active
Salmonella PhoP GFP = PhoP regulon inhibitors, Salmonella typhi PhoP promoter GFP reporter, confirmatory (AID 1850); Salmonella Typhi PhoP-promoter GFP reporter, fluorescence, 4 h; higher % means a stronger effect; inhibition, % at 50 µM; hits with a dose series show IC50 in µM; hit rate 0.33% among 310,000; in the data active means a potency from the dose series; inconclusive means inhibition mostly from about 25% at the one dose, without a potency; inactive means the rest, 99 in 100 with inhibition below about 19%;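 further: 0% = induced wells with vehicle and 100% = uninduced wells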
tuberculosis growth = growth inhibition of non-replicating M. tuberculosis (AID 488890); inhibition, % at 25 µM; hits with a dose series show IC50 in µM; hit rate 0.39% among 320,000; Mycobacterium tuberculosis non-replicating, growth inhibition; higher % means a stronger effect; in the data active means a potency from the dose series; inconclusive means inhibition mostly from about 82% at the one dose, without a potency; inactive means the rest, 99 in 100 with inhibition below about 76%;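 further: plate controls were DMSO cells for no effect and high antibiotic wells for full effect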
influenza NS1A = H1N1 influenza NS1A inhibitors, functional cell based assay (AID 504329). NS1A functional cell-based assay, percent inhibition; higher % means a stronger effect. one-dose inhibition, % at 12.5 µM; IC50 in µM for titrated hits. hit rate 0.3% among 340,000; in the data active means a potency from the dose series; inconclusive means inhibition above about 27% without an active follow-up result; further: strong numbers were not always called active
H37Rv inhibition = M. tuberculosis growth inhibition, HTS (AID 449762); M. tuberculosis H37Rv growth inhibition, 7H9 media; higher % means a stronger effect; inhibition, % at 25 µM; hits with a dose series show IC50 in µM; hit rate 0.59% among 330,000; in the data active means a potency from the dose series; inconclusive means inhibition above about 70% without an active follow-up result;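 further: bacterial growth assessed after seven days of incubation; strong numbers were not always called active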
inhibitors of VEEV 10K pilot screen = also measured in inhibitors of VEEV; calls as there; inhibition, %; measured here: 10K pilot screen inhibition
* = called active by the depositor; i = inactive; ? = inconclusive; / = not tested or not shown.

SMILES	inhibitors of VEEV	Salmonella PhoP GFP	tuberculosis growth	influenza NS1A	H37Rv inhibition	others
O=C(O)CCCC(=O)NCCc1cccc(Cl)c1	i	-2%	-19%	4%	-6%
COc1ccc([N+](=O)[O-])cc1N1C(=O)c2cccnc2C1=O	i	-7%	-14%	-2%	-4%
N=c1c(S(=O)(=O)c2ccc(Br)cc2)cc2c(=O)n3ccccc3nc2n1CCN1CCOCC1	4.7%	/	/	-9%	/
O=S(=O)(c1ccc(Br)cc1)c1nc(-c2ccccc2)oc1N1CCOCC1	1.7%	-6%	14%	8%	-4%
CN(C)c1ccc(C=NCC2COc3ccccc3O2)cc1 (configuration not stated)	0.8%	-2%	21%	-5%	6%
O=C(O)COc1ccc(=O)n(-c2ccccc2)n1	0.8%	12%	-6%	9%	-4%
Cc1cccc2sc(N(CCCN3CCOCC3)C(=O)CS(=O)(=O)c3ccc(F)cc3)nc12	0.6%	5%	-7%	1%	-3%
COc1ccc(NC(=O)C(CC(C)C)NC(=O)C2CCCCC2)c(OC)c1 (configuration not stated)	0.6%	-20%	17%	15%	-2%
CCOC(=O)N1CCN(C(=O)Cc2ccc(-n3c(=O)[nH]c4ccccc4c3=O)cc2)CC1	7.9%	16%	-3%	11%	-5%
Cn1c(-c2cccc(F)c2)nc2c1c(=O)[nH]c(=O)n2Cc1ccccc1	i	1%	-5%	-9%	1%
COC(=O)c1ccccc1NC(=S)NC(=O)c1cccc2ccccc12	0.7%	-2%	?	3%	7%
COc1ccc2nc(SCc3nc(N)nc(Nc4ccccc4)n3)[nH]c2c1	12%	-4%	23%	-10%	8%
CS(=O)(=O)N1CCN(c2ccccc2NC(=O)c2ccc(-c3ccc(Br)cc3)o2)CC1	1.8%	-3%	-4%	20%	-9%	inhibitors of VEEV 10K pilot screen=1.5
Cc1ccc(C2N(C)c3ccccc3-c3nc4ccccc4n32)o1 (configuration not stated)	3.5%	-8%	12%	-9%	7%
COc1ccc(CC(=O)Nc2ccc(-c3noc(-c4cccc(OC)c4)n3)cc2)cc1	i	-16%	4%	-10%	2%
CN(C)S(=O)(=O)c1cccc(NC(=S)NC(=O)C2CCCCC2)c1	0.5%	-3%	60%	-20%	-2%
CC(C)C(=O)Nc1cc(S(=O)(=O)Nc2cccc(Cl)c2)ccc1Cl	1.5%	3%	9%	-10%	3%
O=C(COc1ccc(Cl)cc1)N(c1ccccc1Cl)C1CN2CCC1CC2 (configuration not stated)	i	8%	66%	2%	0%
O=C1CN(C(=O)c2c(F)cccc2F)C(c2ccccc2)c2cc(Br)ccc2N1 (configuration not stated)	3.7%	-12%	30%	3%	6%
COCCNC(=O)C(c1ccc(C)o1)N(Cc1ccc(OC)cc1)C(=O)Cn1nnc2ccccc21 (configuration not stated)	1.5%	-9%	-1%	7%	-5%

A run of entries of the results above, as a working copy:
SMILES	inhibitors of VEEV	Salmonella PhoP GFP	tuberculosis growth	influenza NS1A	H37Rv inhibition	others
CN(C)c1ccc(C=NCC2COc3ccccc3O2)cc1 (configuration not stated)	0.8%	-2%	21%	-5%	6%
O=C(O)COc1ccc(=O)n(-c2ccccc2)n1	0.8%	12%	-6%	9%	-4%
Cc1cccc2sc(N(CCCN3CCOCC3)C(=O)CS(=O)(=O)c3ccc(F)cc3)nc12	0.6%	5%	-7%	1%	-3%
COc1ccc(NC(=O)C(CC(C)C)NC(=O)C2CCCCC2)c(OC)c1 (configuration not stated)	0.6%	-20%	17%	15%	-2%
CCOC(=O)N1CCN(C(=O)Cc2ccc(-n3c(=O)[nH]c4ccccc4c3=O)cc2)CC1	7.9%	16%	-3%	11%	-5%
Cn1c(-c2cccc(F)c2)nc2c1c(=O)[nH]c(=O)n2Cc1ccccc1	i	1%	-5%	-9%	1%
COC(=O)c1ccccc1NC(=S)NC(=O)c1cccc2ccccc12	0.7%	-2%	?	3%	7%
COc1ccc2nc(SCc3nc(N)nc(Nc4ccccc4)n3)[nH]c2c1	12%	-4%	23%	-10%	8%
CS(=O)(=O)N1CCN(c2ccccc2NC(=O)c2ccc(-c3ccc(Br)cc3)o2)CC1	1.8%	-3%	-4%	20%	-9%	inhibitors of VEEV 10K pilot screen=1.5
Cc1ccc(C2N(C)c3ccccc3-c3nc4ccccc4n32)o1 (configuration not stated)	3.5%	-8%	12%	-9%	7%
COc1ccc(CC(=O)Nc2ccc(-c3noc(-c4cccc(OC)c4)n3)cc2)cc1	i	-16%	4%	-10%	2%
CN(C)S(=O)(=O)c1cccc(NC(=S)NC(=O)C2CCCCC2)c1	0.5%	-3%	60%	-20%	-2%
CC(C)C(=O)Nc1cc(S(=O)(=O)Nc2cccc(Cl)c2)ccc1Cl	1.5%	3%	9%	-10%	3%
O=C(COc1ccc(Cl)cc1)N(c1ccccc1Cl)C1CN2CCC1CC2 (configuration not stated)	i	8%	66%	2%	0%
O=C1CN(C(=O)c2c(F)cccc2F)C(c2ccccc2)c2cc(Br)ccc2N1 (configuration not stated)	3.7%	-12%	30%	3%	6%
COCCNC(=O)C(c1ccc(C)o1)N(Cc1ccc(OC)cc1)C(=O)Cn1nnc2ccccc21 (configuration not stated)	1.5%	-9%	-1%	7%	-5%

(list continues)
SMILES	inhibitors of VEEV	Salmonella PhoP GFP	tuberculosis growth	influenza NS1A	H37Rv inhibition	others
CC1=CC(=O)C2=C(C)CC(O)C3C(C)C(=O)OC3C12 (configuration not stated)	3.8%	-3%	-2%	-19%	-3%
CCc1sc(C(=O)NCCCN2CCCC2=O)cc1Br	5.8%	8%	15%	-8%	5%
Cc1c(NC(=O)CNCc2ccc3c(c2)OCO3)c(=O)n(-c2ccccc2)n1C	0.4%	12%	-5%	-2%	-13%
Cn1cccc1/C=N/NC(=O)c1ccccn1	0.4%	5%	62%	0%	?
CN1C(=O)N(C)C2(c3ccccc3)Nn3c(s/c(=C/c4ccccc4)c3=O)=NC12c1ccccc1 (configuration not stated)	0.4%	-7%	-4%	6%	0%
CCCc1cc(NCCCN2CCOCC2)n2c(nc3ccccc32)c1C#N	8.5%	-25%	18%	-25%	5%
COc1ccc(/C=C/C(=O)OCC(=O)NCCc2ccccc2)c(OC)c1	4.7%	/	49%	89%	3%
Nc1nn2c(-c3ccccc3)cc(=O)[nH]c2c1N=Nc1ccc(Br)cc1	8.0%	/	/	1%	/	inhibitors of VEEV 10K pilot screen=16
CCOC(=O)c1[nH]c(C)c(/C(O)=C2\C(=O)C(=O)N(CCCN(C)C)C2c2cccnc2)c1C (configuration not stated)	0.2%	6%	2%	-4%	-12%
N=c1c2c(n(Cc3cccc(Cl)c3)c3c1CCC3)CCCC2	4.1%	64µM*	66%	-1%	-8%
CC(C)Oc1ccc(CSc2nnc3n(C)c(=O)c4c5c(sc4n23)CCCC5)cc1	i	-8%	/	2%	/
COc1ccc(-n2c(SCC(=O)Nc3cc(C)on3)nc3c(c2=O)SCC3)cc1OC	3.3%	-10%	2%	-4%	-10%
CC(=O)c1ccc(N2CCN(S(=O)(=O)c3c(C)[nH]c(C)c3C(=O)N3CCCCC3)CC2)cc1	i	-8%	-4%	7%	-3%
C=CCSc1nnc(NC(=O)Cc2ccc(OC)c(OC)c2)s1	1.4%	-22%	-6%	-2%	-1%
O=C(NC1CCCCC1)C1CCN(C(=O)c2ccc(Cl)cc2)CC1	0.2%	-13%	?	4%	2%
CC(=O)N1[C@H](C)C=C[C@]1(Cc1ccccc1)C(=O)NCc1cc(F)cc(C(F)(F)F)c1	0.3%	-2%	0%	-2%	7%
O=C(COC(=O)c1n[nH]c2ccccc12)NC(=O)NC1CCCC1	13%	-8%	10%	-9%	-5%
COC(=O)c1sccc1NC(=O)Nc1ccccc1OC	2.1%	-7%	-3%	17%	-8%
COc1ccccc1NS(=O)(=O)c1ccc(O)c(C(=O)OCC(=O)N2c3ccccc3CC2C)c1 (configuration not stated)	1.7%	7%	27%	-3%	-8%
Cc1cc(N2CCN(Cc3nc(-c4ccc(Cl)cc4)oc3C)CC2)cc(C)n1	24µM*	2%	67%	-14%	16%
CSc1ccccc1C(=O)Nc1ccc2c(c1)OCO2	i	-6%	6%	3%	1%
Cc1cnc(C(=O)NCc2ccc(F)cc2)cn1	0.3%	3%	70%	0%	-6%
CN1CCN(S(=O)(=O)c2ccc(NC(=O)Cc3cccs3)cc2)CC1	0.7%	4%	0%	4%	-10%
O=S1(=O)C=C(SCc2cccc(Cl)c2)Nc2ccccc21	5.2%	-1%	-2%	5%	-2%
O=C(NC1CCCCC1)c1cccc(COCC(F)(F)F)c1	i	-7%	24%	-1%	4%
CCC(c1nnc(SCC(=O)Nc2ccc(C(=O)Nc3ccccc3OC)cc2)o1)N(C)C (configuration not stated)	9.0%	3%	17%	-3%	6%
CC1CCN(C(=O)C(NS(=O)(=O)c2cccc3nsnc23)c2ccccc2)CC1 (configuration not stated)	5.0%	-2%	29%	9%	-3%
CCOc1cc(CNCc2ccccc2)ccc1OCc1ccc(Cl)cc1	i	-5%	?	-4%	?
COc1ccc(/C=N/N=C/c2ccc(OC)cc2)cc1	0.8%	4%	-7%	-9%	-2%
CCCC(=O)Nc1ccccc1Sc1ncnc2scc(-c3ccccc3)c12	1.4%	-6%	12%	6%	4%
Cc1csc(/N=C/N(C)C)c1C#N	i	7%	-6%	-3%	3%
COc1ccc(C(=O)c2cc3ccc(O)cc3oc2=O)cc1	0.7%	-2%	10%	3%	2%
O=C1CN(CC(=O)Nc2ccc(SC(F)F)cc2)CCN1	0.5%	3%	-1%	14%	0%
CCCCN(CC)CCNC(=O)c1cn(CCOC)c(=O)c2c1c1ccccc1n2C	0.3%	4%	17%	-4%	7%
Cc1cccc(OCCn2c(=S)[nH]c3ccccc32)c1	4.8%	-2%	40%	-13%	34%
COc1cccc(NC(=O)CSc2nnc(-c3ccoc3C)n2-c2ccccc2)c1	/	-3%	9%	/	0%
COC(=O)CN(c1ccc(OC)cc1)S(=O)(=O)c1c(C)noc1C	0.7%	2%	0%	-13%	0%
CCOP(=O)(OCC)C(NC(=O)Nc1cccc(Cl)c1)C(N)=O (configuration not stated)	1.6%	0%	18%	1%	1%	inhibitors of VEEV 10K pilot screen=0.9
CCC(C)(C)C(=O)Nc1ccc(OC)cc1[N+](=O)[O-]	i	-1%	5%	16%	-3%
Cc1ccc(C)c(OCc2cc(C(=O)N(C)Cc3nccs3)no2)c1	0.0%	-10%	21%	4%	0%
CC1CCN(c2ccccc2NC(=S)NC(=O)c2ccc(-c3cccc([N+](=O)[O-])c3)o2)CC1	0.9%	-7%	9%	8%	4%
CCn1c(COc2cccc3cccnc23)nnc1SCC(=O)O	0.6%	-7%	-44%	-8%	-9%
Cc1cc(C)nc(NS(=O)(=O)c2ccc(NC(=O)C3CC3)cc2)n1	i	9%	-5%	-5%	4%
O=C(O)c1ccc(/C=C(\c2nc3ccccc3[nH]2)c2nc3ccccc3s2)cc1	0.4%	13%	5%	16%	1%
CCC1(c2ccccc2)NC(=O)N(CC(=O)Nc2cccc(S(=O)(=O)N3CCCC3)c2)C1=O (configuration not stated)	6.6%	/	29%	-2%	-9%
COc1ccc(-c2cc(C(=O)N3CCOCC3)no2)cc1OC	5.1%	-10%	-7%	3%	6%
CCOC(=O)NC(=O)CSc1nnnn1-c1ccc(C)cc1	3.0%	0%	34%	-7%	-3%
CCC(=O)c1ccccc1OCCN1CCN(Cc2ccccc2)CC1	i	-2%	-15%	0%	-15%
Cc1cccc(NC(=S)N2CCC(c3nc4ccccc4o3)CC2)c1	0.8%	8%	25%	-4%	2%
Cc1nnc(-c2ccc(Oc3ccc(Cl)cc3)c([N+](=O)[O-])c2)o1	i	-5%	7%	7%	1%
COc1ccc(OCCN2CCN(S(=O)(=O)c3ccccc3C#N)CC2)cc1	2.8%	/	/	3%	/
Cc1ccccc1OCC(O)CN1CCC(C)CC1 (configuration not stated)	i	-8%	12%	13%	-2%
CC1(c2ccccc2Cl)NC(=O)N(CC(=O)Nc2ccc(N3CCCCC3)cc2)C1=O (configuration not stated)	4.2%	4%	31%	0%	2%
Cc1ccc(N(C(=O)c2csnn2)C(C(=O)NC2CCCCC2)c2ccccn2)c(C)c1 (configuration not stated)	2.1%	-1%	1%	1%	-6%
C#CCOc1ccc(C2C3=C(CCCC3=O)N(CC(=O)O)C3=C2C(=O)CCC3)cc1Br	0.8%	4%	0%	-13%	5%
CCCSc1nc2[nH]ncc2c(=O)[nH]1	0.7%	-2%	-6%	4%	-10%
CCN(CC)S(=O)(=O)c1ccc(NC2CCCc3ccccc32)nc1 (configuration not stated)	6.9%	-10%	-3%	0%	-6%
COC(=O)C(Cc1ccccc1)NC(=O)CCCC(=O)NCc1cccc(OC)c1 (configuration not stated)	i	-1%	-2%	-2%	3%
